STAT1 blocker = inhibitors of IFN-gamma induced STAT1 signaling | NIH 3T3 STAT1-luciferase reporter, luminescence | inhibition, % at 5.5 µM | 0.35% of 200,000 active;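 active means inhibition above a set limit, the mean inhibition across all tested compounds plus 3 SD, cut at about 34% in these data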;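 further: 0% = IFN-gamma with DMSO and 100% = IFN-gamma with 300 µM nifuroxazide; values of inactives mirror those of a sister screen read the other way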
S1P3 antag = blocks the human S1P3 receptor; Q99500; inhibition, % at 4.98 µM; CHO S1P3 NFAT-BLA reporter, FRET fluorescence, antagonist mode; 0.27% of 170,000 active;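 active means inhibition above the plate cutoff, the mean inhibition of test wells on that plate plus 3 SD, cut at about 28% in these data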;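 further: cells challenged with S1P at its EC80 of 0.8 µM; blue over green emission ratio from cleaved BLA substrate after 4 h stimulation; 0% = S1P-stimulated wells and 100% = unstimulated DMSO-only wells; some compounds past the cut are filed as inactive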
Target sequence (Q99500 whole entry, looked up): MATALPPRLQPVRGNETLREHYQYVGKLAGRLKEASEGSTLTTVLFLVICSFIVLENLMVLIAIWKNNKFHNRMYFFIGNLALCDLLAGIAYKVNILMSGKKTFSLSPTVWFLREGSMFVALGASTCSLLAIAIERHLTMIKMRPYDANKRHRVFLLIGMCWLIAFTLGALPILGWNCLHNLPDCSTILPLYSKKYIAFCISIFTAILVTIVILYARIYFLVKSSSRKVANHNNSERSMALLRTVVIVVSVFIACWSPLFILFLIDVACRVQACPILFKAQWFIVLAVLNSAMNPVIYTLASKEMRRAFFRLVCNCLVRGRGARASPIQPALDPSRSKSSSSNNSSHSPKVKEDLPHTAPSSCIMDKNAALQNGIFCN
TLR4-MyD88 BLA = TLR4-MyD88 interaction inhibition in cells | O00206+Q99836 | HeLa CL3-4 TLR4/MyD88 BLA complementation, FRET ratio | inhibition, % at 8.4 µM | 0.18% of 200,000 active | AID 861; in the data active means inhibition above about 25%;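 further: 0% = vehicle and 100% = reference inhibitor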
ROMK primary = modulates human ROMK potassium channel activity; AID 1918; Tet-inducible ROMK, thallium flux fluorescence; actives lie on both sides; 2% of 130,000 active; B-score at 10 µM; P48048;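 active means signal ratio slope over the read window, or its plate-corrected B-score, at least 3 SD from the plate mean, either direction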;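 further: B-score of the F/F0 ratio slope over 7 to 12 s after thallium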
STAT3 activator = activators of IL-6 induced STAT3 signaling | activation (% of control), % at 5.6 µM | U3A cells, IL-6 STAT3-luciferase reporter, luminescence; 100% = signal with IL-6 EC80 alone | 0.91% of 190,000 active;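 active means activation above the screen-wide mean of compound activation plus 3 SD, cut at about 130% in these data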;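 further: 0% = background luminescence of wells with medium and substrate only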
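Test system: STAT3-luciferase reporter U3A cells; Detection: reporter luminescence signal; Times: 1 h compound pre-exposure, 6 h IL-6 stimulation, 37 °C; Benchmarks: IL-6-only high control; Also added: IL-6 stimulus at 33 ng/mL final.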
PPARg SRC-3 ag = promotes SRC-3 coactivator recruitment by human PPARgamma | biochemical PPARgamma/SRC-3 coactivator recruitment assay | activation, % at 8 µM | 0.26% of 200,000 active | AID 731; in the data active means activation above about 23%;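 further: 0% = DMSO and 100% = reference agonist; some compounds past the cut are filed as inactive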
Target sequence (P37231 whole entry, looked up): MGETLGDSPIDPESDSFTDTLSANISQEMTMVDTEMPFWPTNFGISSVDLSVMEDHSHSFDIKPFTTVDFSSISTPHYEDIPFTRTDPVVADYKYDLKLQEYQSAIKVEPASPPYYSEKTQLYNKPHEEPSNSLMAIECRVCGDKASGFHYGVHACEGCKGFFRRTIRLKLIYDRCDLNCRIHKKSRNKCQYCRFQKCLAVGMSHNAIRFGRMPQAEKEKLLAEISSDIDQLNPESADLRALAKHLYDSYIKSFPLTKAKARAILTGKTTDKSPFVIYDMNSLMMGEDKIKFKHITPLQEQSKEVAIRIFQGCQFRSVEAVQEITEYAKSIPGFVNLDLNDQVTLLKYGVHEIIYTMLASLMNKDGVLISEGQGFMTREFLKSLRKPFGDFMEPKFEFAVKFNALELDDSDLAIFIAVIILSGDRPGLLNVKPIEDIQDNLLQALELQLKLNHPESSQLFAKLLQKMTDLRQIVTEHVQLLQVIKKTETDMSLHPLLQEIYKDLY
TR-FRET SRC-2 ct = TR-FRET artefact, counter-screen to PPARgamma/SRC-2 agonist assay. stronger effect = higher value. TR-FRET ratio at 8 µM. 0.4% of 200,000 active. AID 1049; in the data active means TR-FRET ratio above about 2000; further: inactives centre near 1500
STAT3 blocker = STAT3 signaling inhibition; inhibition, % at 5.5 µM; AID 862; U3A cells, IL-6 STAT3-luciferase reporter, luminescence; host cell line lacks STAT1; 0.89% of 190,000 active;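 active means inhibition above the mean inhibition across all screened compounds plus 3 SD, cut at about 44% in these data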;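 further: 0% = DMSO only wells and 100% = 100 µM nifuroxazide control wells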
PPARg SRC-1 ag = promotes SRC-1 coactivator recruitment by human PPARgamma; P37231; PPARgamma-SRC-1 coactivator recruitment biochemical assay; activation, % at 8 µM; 0.41% of 200,000 active; AID 631; in the data active means activation above about 19%;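 further: 0% = DMSO and 100% = reference agonist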
PPARg SRC2 recr = PPARgamma-driven SRC-2 recruitment agonism; P37231; PPARgamma LBD-SRC-2 recruitment, biochemical; activation, % at 8 µM; 0.34% of 200,000 active; AID 1032; in the data active means activation above about 22%;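 further: 0% = vehicle and 100% = reference agonist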
RAM network inh = yeast RAM network inhibition. S. cerevisiae dse1pr::URA3 reporter, 5-FOA growth OD615, 2 d; analog-sensitive cbk1-as2 kinase mutant strain. inhibition, % at 50 µM. 1.8% of 190,000 active;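 active means inhibition above a set limit, 3 SD over mean compound inhibition, cut at about 8.4% in these data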;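 further: 0% = DMSO-only wells with no growth and 100% = 10 µM 1-NA-PP1 full growth; inhibition rescues growth on 5-FOA so higher OD means more RAM inhibition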
Active calls of the source: *; . = not tested or not shown.

SMILES	STAT1 blocker	S1P3 antag	TLR4-MyD88 BLA	ROMK primary	STAT3 activator	PPARg SRC-3 ag	TR-FRET SRC-2 ct	STAT3 blocker	PPARg SRC-1 ag	PPARg SRC2 recr	RAM network inh
CCOc1ccc(C(=O)NCC2OCCc3ccccc32)cc1 (stereo unspecified)	1	.	-1	0.69	81	12	1626	26	8	12	1.6
COc1cc(C(=O)Nc2ccc([N+](=O)[O-])cn2)cc(OC)c1OC	-8	-6	4	0.063	97	-2	1446	1	1	-9	-0.4
CC(=O)c1cnn(-c2ccccc2)c1C	-1	-15	-3	-0.24	100	1	1552	5	-3	7	0.3
COCCNC(=O)C/C(C)=N/NC(=O)C(=O)NC1CCCCC1	-6	-3	-6	-0.17	101	8	1536	1	4	0	3.2
Oc1ccc2oc3c(c2c1/C=N/n1cnnc1)CCCC3	0	-29	4	0.69	97	1	1438	12	-5	3	0.0
COc1ccc(NC(=S)N2CCN(c3ncccn3)CC2)cc1	1	-16	4	-0.12	99	-2	1550	6	-3	2	1.5
Cc1c(NC(=O)C(C)Sc2ccc3ccccc3n2)c(=O)n(-c2ccccc2)n1C (stereo unspecified)	13	.	-5	-1.2	97	7	1501	8	-6	0	0.7
Cc1nn(C)c(C)c1CN(C)C(=O)C1c2ccccc2Oc2ccccc21	2	.	-4	0.0097	104	13	1526	-2	-6	4	0.5
CN(Cc1cn(Cc2ccccc2)nc1-c1ccc2c(c1)OCO2)Cc1nccn1C	3	1	1	0.057	102	8	1550	2	6	10	0.5
Cc1nn2c(=O)c(NC(=O)c3ccc(Cl)cc3)cnc2s1	2	-5	-3	-0.22	94	1	1621	17	-9	-8	1.5
Cc1cc(C)n(-c2nc3c(c(=O)n(C)c(=O)n3C)n2CCO)n1	-1	-15	0	-0.073	98	-2	1608	7	5	1	1.0
CCOC(=O)CNC(=O)c1cn(CC(C)C)c(=O)c2cc(OC)c(OC)cc12	2	.	-1	0.48	102	-2	1498	-2	4	5	0.4
COc1cc(C(=O)N2CCN(c3ccccc3OC)CC2)c([N+](=O)[O-])cc1OC	1	-3	4	.	102	-4	1742	3	1	0	-0.1
c1cncc(-c2nc3ccccc3o2)c1	-14	8	2	-0.83	94	-5	1412	9	0	0	1.6
c1ccc2c(c1)c1c3n2CCNC3CCC1 (stereo unspecified)	3	-40	9	.	110	-10	1294	-10	4	14	-0.4
C(=N\c1nccs1)/c1cccnc1	-12	.	7	.	104	3	1396	-2	-1	5	3.6
COc1ccc(C2CC(=O)C(C=NCCO)=C(O)C2)cc1OC (stereo unspecified)	1	.	2	.	93	0	1602	8	4	10	-0.7
N#Cc1c(N)nc(SCC(=O)C23CC4CC(CC(C4)C2)C3)c(C#N)c1-c1ccc(Cl)cc1	1	.	5	0.37	99	4	1336	-2	99*	2	4.6
COc1ccc(-n2c(CN3CCN(c4ccccn4)CC3)nc3ccc([N+](=O)[O-])cc3c2=O)c(OC)c1	2	0	1	-0.82	104	0	1541	2	-4	4	0.8
COc1ccc(-n2nc3c(c2NC(=O)c2c(F)cccc2Cl)CS(=O)C3)cc1 (stereo unspecified)	0	-3	6	.	100	-2	1541	8	3	1	0.3

Record cards (already shown). Screens in order: STAT1 blocker	S1P3 antag	TLR4-MyD88 BLA	ROMK primary	STAT3 activator	PPARg SRC-3 ag	TR-FRET SRC-2 ct	STAT3 blocker	PPARg SRC-1 ag	PPARg SRC2 recr	RAM network inh
c1cncc(-c2nc3ccccc3o2)c1 is entered as -14	8	2	-0.83	94	-5	1412	9	0	0	1.6
Cc1nn(C)c(C)c1CN(C)C(=O)C1c2ccccc2Oc2ccccc21 is entered as 2	.	-4	0.0097	104	13	1526	-2	-6	4	0.5
COc1ccc(C2CC(=O)C(C=NCCO)=C(O)C2)cc1OC (stereo unspecified) is entered as 1	.	2	.	93	0	1602	8	4	10	-0.7
CCOc1ccc(C(=O)NCC2OCCc3ccccc32)cc1 (stereo unspecified) is entered as 1	.	-1	0.69	81	12	1626	26	8	12	1.6

(continued)
SMILES	STAT1 blocker	S1P3 antag	TLR4-MyD88 BLA	ROMK primary	STAT3 activator	PPARg SRC-3 ag	TR-FRET SRC-2 ct	STAT3 blocker	PPARg SRC-1 ag	PPARg SRC2 recr	RAM network inh
NC(=O)c1ccc(-n2c(CCC(=O)O)ccc2-c2cccs2)cc1	-2	-11	-21	1.3	93	6	1658	13	10	5	1.1
Cc1ccc(Cl)c(OCC(O)CN(CCO)CCO)c1 (stereo unspecified)	2	12	-7	.	99	-4	1523	5	6	4	0.4
Cc1cccc(OCCNc2nc3c(c(=O)n(C)c(=O)n3C)n2C)c1	-2	-17	-2	0.79	83	-1	1464	22	-4	-4	3.8
CCCCC1C2=C(CCCC2=O)OC2=C1C(=O)CCC2	3	-20	-4	.	107	5	1480	-10	2	10	-1.3
COC(=O)CCC(=O)NNC(=O)c1ccc(Cl)cc1Cl	-2	.	4	.	104	8	1557	5	14	0	-0.5
CC(C)CC1NC(=O)N(CC(=O)NC2CCCc3ccccc32)C1=O (stereo unspecified)	-2	-6	-1	0.49	96	4	1435	4	1	7	0.9
CCN(CC)S(=O)(=O)c1ccc(N(C)Cc2cccc(OC)c2OC)nc1	22	-16	2	1.3	92	4	1774	10	6	5	2.2
Cc1ccc(CSc2nc3c(c(=O)[nH]c(=O)n3C)n2CCC(C)C)cc1	2	-7	4	.	101	5	1771	8	2	0	3.6
S=c1[nH]nc(Cc2cccs2)n1-c1ccccc1	-4	.	-26	.	103	-4	1594	3	6	0	0.8
O=C(COC(=O)c1c2c(nc3ccccc13)/C(=C/c1cccc([N+](=O)[O-])c1)CCC2)NC1CCS(=O)(=O)C1 (stereo unspecified)	-2	-13	-8	1.6	93	6	1499	10	6	4	5.8
O=C(c1ccccn1)N(Cc1ccco1)C1(C(=O)NC2CCCC2)CCCCC1	7	.	-9	1.1	98	5	1601	7	2	8	-0.8
Cc1c(CCOC(=O)CC23CC4CC(CC(C4)C2)C3)sc[n+]1Cc1ccccc1	7	.	8	-1.6	90	4	1611	19	6	3	1.3
COc1cccc(OCCCN2CCCCCC2)c1	3	-1	-5	0.57	99	0	1312	9	3	-4	0.3
CCCn1nnc(NC(=O)COc2cc(C)ccc2C(C)C)n1	-1	-18	4	0.013	109	-5	1646	-6	0	-3	1.6
COc1ccc(N(CC(=O)NCc2ccc(Cl)cc2)S(=O)(=O)c2ccccc2[N+](=O)[O-])c(OC)c1	5	-4	6	-0.71	102	5	1778	1	3	-2	2.3
CCOC(=O)C1=C(N)Oc2c(oc(CO)cc2=O)C1c1ccc(F)c(F)c1 (stereo unspecified)	-12	-4	2	-0.22	86	-3	1378	20	-7	-3	-1.1
CC(Sc1nc2ccccc2n1C)C(=O)NC(c1ccccc1)c1ccccc1 (stereo unspecified)	0	.	6	.	97	12	1634	7	2	9	0.6
CCc1cc2c(SCC(=O)Nc3ncc(Cl)c(C)c3Cl)ncnc2s1	-4	-10	7	.	101	7	1626	-5	3	4	1.3
CC(NC(=O)COC(=O)c1cc(Cl)nc(Cl)c1)c1ccccc1 (stereo unspecified)	-2	-12	-11	0.28	87	-1	1478	22	-3	-7	4.4
Cc1cc(C)cc(N(C(=O)Cc2cccs2)C(C(=O)NC2CCCC2)c2ccc(C)o2)c1 (stereo unspecified)	0	.	7	.	119	9	1757	-10	4	4	1.2
CCOc1ccc(CNCc2cccnc2)cc1	3	.	-8	0.19	96	-4	1564	7	-1	3	-0.3
CCc1ccccc1NC(=O)CN(C)C(=O)CN1C(=O)NC2(CCCCCC2)C1=O	8	-6	7	0.39	103	-2	1598	1	11	-2	2.1
O=C(c1ccc(C23CC4CC(CC(C4)C2)C3)o1)N1CCOCC1	-3	-4	-4	.	110	-4	1661	-7	-4	-2	-1.1
CS(=O)(=O)N(CC(=O)N1CCN(c2cccc(Cl)c2)CC1)c1ccccc1	-1	-3	-7	0.36	97	-8	1812	5	1	9	-0.6
Cc1ccc(-c2ccc(C(=O)O)c(C)n2)cc1	-3	-10	-5	0.14	100	8	1521	-1	3	3	1.1
CCC(=O)N1CCN(c2ccc(Cl)cc2NC(=O)Cc2ccc(Cl)cc2)CC1	12	.	6	-0.6	108	-8	1335	-3	-3	-4	3.0
CCOC(=O)Cc1csc(SCC(=O)Nc2cccc(Cl)c2)n1	10	.	0	-1.7	85	9	1684	18	6	8	0.7
O=S(=O)(c1ccc(Cl)s1)N1CCN(C/C=C/c2ccccc2)CC1	2	6	0	0.6	95	15	1514	13	2	4	1.8
COC(=O)C1CCN(c2cc(Cl)nc(N)n2)CC1	-1	-14	2	-0.52	104	2	1481	-1	6	1	-0.2
CCCC(=O)C1=C(O)C(C(=O)OC)C(C)(C)CC1=NCCc1ccc(OC)c(OC)c1 (stereo unspecified)	-1	7	0	-0.35	105	-3	1589	2	1	2	0.3
O=S(=O)(c1cccc(-c2nnc(-c3cccnc3)o2)c1)N1CCCCC1	-2	-20	2	.	99	13	1595	4	3	0	-0.4
COc1ccc(C=O)cc1COc1ccccc1F	2	-5	-3	1.1	97	-3	1480	1	-2	-1	0.5
COC1CCCCC1NS(=O)(=O)c1ccc(Cl)cc1 (stereo unspecified)	12	3	-13	.	103	3	1736	6	-3	0	0.9
CCOc1ccccc1NC(=O)c1ccc(S(=O)(=O)N2CCOCC2)cc1	3	-16	-3	0.32	101	4	1633	2	9	-3	2.6
O=Cc1c[nH]c2ccc(S(=O)(=O)N3CCOCC3)cc12	11	0	-5	-0.066	95	5	1796	9	4	6	2.6
O=C(O)COc1ccc(/C=N/NC(=O)C2CCCN2S(=O)(=O)c2ccc(Cl)cc2)cc1 (stereo unspecified)	2	.	-4	-0.57	92	11	1432	6	6	0	2.1
Cc1ccc(S(=O)(=O)NC(=O)NCc2ccc(Cl)cc2)cc1	3	.	17	.	104	-7	1455	-1	6	-3	2.5
Cc1ccc(C2CC(=O)C(C=NCCN3CCN(C(=S)Nc4ccccc4)CC3)=C(O)C2)cc1 (stereo unspecified)	-6	-2	-2	-0.81	104	6	1783	2	1	5	1.3
CCc1nnc(NC(=O)CSc2nnc(-c3ccoc3C)n2-c2cccc(C)c2)s1	4	12	2	0.55	102	-9	1522	1	3	9	0.0
COC(=O)c1cc2c(cc1NC(=O)CSCCc1ccccn1)OCO2	1	7	-6	.	97	4	1645	10	5	8	0.0
Nc1nc2ccc(C(=O)Nc3ccccc3)cc2s1	-52	-17	4	-0.54	156*	4	1637	-61	6	5	0.6
CCOC(=O)C1CCN(c2ncnc3c2cnn3-c2ccccc2)CC1	-12	1	-5	.	91	12	1585	13	2	2	2.8
CCCC(c1nnnn1C1CCCC1)N1CCN(C(=O)c2ccco2)CC1 (stereo unspecified)	-6	-7	0	.	108	14	1445	-1	4	6	1.5
Cc1ccc(C)c(NC(=O)CN(C)C(=O)c2nn(C)c(=O)c3ccccc23)c1	7	4	1	0.0034	105	4	1297	-4	2	-1	0.5

Source: PubChem

Outcome played no part in choosing rows. Share with any hit: about 5.6%.
